IL2 activator: activates IL-2 in a cell-based reporter assay | activation, % (series mostly up to about 46 µM) | 360,000 tested, 0.065% active | IL-2 activation reporter assay, cell-based qHTS; stimulated with anti-CD3/CD4/CD28 beads; in transgenic mouse T cells; in the data active = activation above about 50%; inconclusive = mostly about 30% to 49%; note: 0% is about no effect
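Quantitative HTS in unstimulated transgenic mouse T cells, with memory T cells as non-tolerant control and PMA/ionomycin as tolerance-bypass control. Compound pretreatment lasted 60 minutes before 18 h bead stimulation; EGFP/DsRed fluorescence read.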
Nrf2 block: Nrf2 pathway inhibition. A549 ARE-Fluc reporter, luciferase luminescence, 18-24 h. Potency, µM (titrated, usually from 46 µM), for the others: at the top dose activity change, negative = inhibition, hits mostly inhibitors. 360,000 tested, 2.1% active. AID 504444; note: potency is the fitted concentration of half-maximal effect; % is set by controls: 0 for no effect and ±100 for the full control effect; nearly all actives have a fitted effect of over 60% in size
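Two sequential reads on A549 ARE_Fluc cells exposed to compound for 18-24 h: a CellTiter-Fluor fluorescence read for viability, then a luciferase luminescence read for Nrf2/ARE activity.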
TGFb inhibitor: blocks TGF-b signaling; 410,000 tested, 1.2% active; HepG2 CAGA-GFP TGF-b/SMAD3 reporter, GFP fluorescence, 18 h; TGF-beta stimulated, 500 pg/mL final; Potency, µM (titrated, usually from 46.1 µM), for inactives: at the highest dose activity, negative = inhibition, most hits filed as inhibitors; note: potency is the fitted concentration of half-maximal effect; % is set by controls: 0 for no effect and ±100 for the full control effect; nearly all actives have a fitted effect of over 65% in size
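Smad-responsive CAGA-GFP expression was quantified in HEPG2 cells exposed to compounds and 500 pg/mL final TGF-beta for 18 h at 37 degrees C; unstimulated wells defined full inhibition.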
ATXN viability: viability counter-screen for ATXN expression inhibitors. S2 cells (HEK-293 line with an ATXN2-luciferase reporter) viability, CellTiter-Fluor protease fluorescence, 24 h. Potency, µM (series often up to 56.7 µM), most hits filed as cytotoxic. 400,000 tested, 0.49% active. AID 651635; note: potency is the fitted concentration of half-maximal effect; nearly all actives have a fitted effect of over 40% in size
EPAC2 ag: activates human EPAC2 exchange factor; Potency, µM (titrated, usually from 154 µM), for inactives: at the top dose activation, actives largely listed as activators; EPAC2 activation, biochemical qHTS; response scale: 100% = 6.5 mM cAMP response; AID 720711; 360,000 tested, 0.079% active; note: potency is the fitted concentration of half-maximal effect; nearly all actives have a fitted effect of over 50% in size
Target sequence (Q8WZA2 whole entry, looked up): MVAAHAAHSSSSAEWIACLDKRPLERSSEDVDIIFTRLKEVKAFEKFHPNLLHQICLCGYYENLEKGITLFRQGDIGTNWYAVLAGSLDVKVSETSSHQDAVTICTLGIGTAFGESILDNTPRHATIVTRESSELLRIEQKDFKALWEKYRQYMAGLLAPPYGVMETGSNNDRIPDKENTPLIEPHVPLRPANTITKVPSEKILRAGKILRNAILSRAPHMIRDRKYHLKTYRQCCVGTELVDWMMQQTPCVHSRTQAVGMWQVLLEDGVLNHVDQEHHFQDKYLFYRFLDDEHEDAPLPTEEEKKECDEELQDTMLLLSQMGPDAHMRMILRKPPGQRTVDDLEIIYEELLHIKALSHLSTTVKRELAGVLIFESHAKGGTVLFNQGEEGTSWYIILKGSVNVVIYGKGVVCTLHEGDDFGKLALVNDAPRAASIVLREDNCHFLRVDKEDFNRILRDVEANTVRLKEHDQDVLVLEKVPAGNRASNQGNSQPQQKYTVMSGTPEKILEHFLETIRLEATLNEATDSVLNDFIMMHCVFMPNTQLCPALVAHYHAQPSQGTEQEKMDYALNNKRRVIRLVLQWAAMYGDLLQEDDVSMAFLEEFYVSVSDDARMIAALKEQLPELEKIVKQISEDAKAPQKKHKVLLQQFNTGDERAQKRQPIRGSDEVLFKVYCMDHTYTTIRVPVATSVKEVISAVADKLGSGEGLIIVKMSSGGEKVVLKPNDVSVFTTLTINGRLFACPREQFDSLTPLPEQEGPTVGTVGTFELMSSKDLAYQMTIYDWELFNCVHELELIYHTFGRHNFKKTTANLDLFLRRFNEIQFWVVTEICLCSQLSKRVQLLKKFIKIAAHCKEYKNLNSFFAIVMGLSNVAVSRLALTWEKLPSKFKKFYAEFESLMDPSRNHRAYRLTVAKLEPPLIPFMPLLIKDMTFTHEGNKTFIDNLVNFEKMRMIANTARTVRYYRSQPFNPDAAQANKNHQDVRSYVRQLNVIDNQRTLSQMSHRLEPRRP
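In this primary screen, activation is scored as increased exchange of BODIPY-GDP from Rap1B by 100 nM EPAC2, with 50 uM GDP as competitor. Signal is normalized to the 6.5 mM cAMP agonist control.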
ATXN2 expr inh: ATXN2 expression inhibition; HEK-293 ATXN2-luciferase reporter, luminescence, 24 h; Potency, µM (doses to about 57 µM), without a hit: top-dose activity change, negative = inhibition, hits mostly inhibitors; 360,000 tested, 0.72% active; AID 1745845; note: potency is the fitted concentration of half-maximal effect; % is set by controls: 0 for no effect and ±100 for the full control effect; nearly all actives have a fitted effect of over 55% in size
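ATXN2-luciferase reporter cells (luciferase flanked by upstream and downstream ATXN2 gene portions) were treated 24 h at 37 °C with compounds at up to 57 uM. SteadyGlo luminescence gave expression; GF-AFC fluorescence gave viability.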
A549 viability: counter-screen for Nrf2 inhibitors: cytotoxicity in A549 cells. A549 ARE-Fluc cells, CellTiter-Fluor viability, 18-24 h. Potency, µM (doses to about 46 µM), inactives show at the highest dose activity change, negative = cytotoxicity, usual class: inhibitors. 390,000 tested, 0.16% active; note: potency is the fitted concentration of half-maximal effect; % is set by controls: 0 for no effect and ±100 for the full control effect
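Cytotoxicity counterscreen: CellTiter-Fluor fluorescence was measured in A549 ARE_Fluc cells after 18-24 h of compound exposure in a concentration series. The subsequent BugLite luminescent read reports ARE-luciferase activity.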
Nrf2 activator: activators of Nrf2 (ARE) signaling; AREc32 ARE-luciferase reporter (MCF7-derived line), luminescence, 24 h; 410,000 tested, 0.31% active; Potency, µM (top dose mostly 46.1 µM), without a hit: at the highest dose activation, hits mostly activators; AID 624171; note: potency is the fitted concentration of half-maximal effect; % of control where 0% means no effect; nearly all actives have a fitted effect of over 65% in size
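AREc32 cells carrying an ARE-driven firefly luciferase, 1000 cells/well in OPTI-MEM with 5% FBS, dosed after overnight attachment and incubated 24 hr at 37 deg C. Steady-Glo luminescence read after 30 min at RT.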
HepG2 tox: kills HepG2 cells in TGF-b inhibitor counter-screen. AID 588856. Potency, µM (doses to about 46.1 µM), for the others: top-dose activity change, negative = cytotoxicity, usual class: cytotoxic. HepG2 CAGA-GFP viability, ATP luminescence, 18 h. 410,000 tested, 0.76% active; note: potency is the fitted concentration of half-maximal effect; some results filed as inactive show a strong effect at the top dose
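CellTiter-Glo luminescence gave cytotoxicity after 18 hours at 37 degrees C. The cells were HepG2 CAGA-GFP in 1% FBS DMEM, stimulated with 500 pg/mL TGF-beta after compound addition. %Activity was normalised to no-cell wells (complete cell-killing) and DMSO (no toxicity), and curves were fitted and classified.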
The depositor's hits bear a star; i = inactive; ? = inconclusive; . = no result given; [ ] = remark or other dose. Unless noted, calls come from the whole dose curve; as a rule, active = well fitted curve in the direction sought with a large enough effect; inconclusive = small, poorly fitted or top-dose-only effect, or another doubt; inactive = no such curve, though single readings can be large; an effect the other way counts as inactive or inconclusive. Compounds were not picked by outcome; 4.3% or so of the library scored in one or more.

SMILES | IL2 activator | Nrf2 block | TGFb inhibitor | ATXN viability | EPAC2 ag | ATXN2 expr inh | A549 viability | Nrf2 activator | HepG2 tox
Cc1cc(Cl)ccc1NC(=O)NC1CCN(S(=O)(=O)c2ccc(F)cc2)CC1 | -2.0 | ? | -12% | i | -11% | -25% | -15% | -0.3% | -11%
Cc1ccn2c(=O)c(NC(=O)c3ccc4c(c3)OCO4)c(C)nc2c1 | 0.4 | . | 5% | i | 7% | . | . | 0.2% | 0%
O=C(NC1(C(F)(F)F)NC(=O)N(c2ccc(F)cc2)C1=O)c1cccs1 (stereo not given) | 0.5 | -5% | -1% | ? | 9% | -1% | -1% | 0.3% | 2%
CCN(C(=O)CSc1nc2ccccc2c(=O)n1C(C)COC)C1CCS(=O)(=O)C1 (stereo not given) | 0.3 | 6% | -6% | i | 0% | -1% | -4% | 0.1% | -4%
O=C(COC(=O)CC(c1ccccc1)c1ccccc1)NCc1ccccc1 | 0.7 | -4% | -6% | i | 14% | -28% | 5% | 0.4% | 2%
CS(=O)(=O)Oc1ccc(Br)cc1/C=C1/N=C(c2ccco2)OC1=O | -1.2 | 4% | 5% | i | 1% | 5% | 1% | -0.3% | -1%
Cn1c(=O)c2c(nc(SCC(=O)NCc3ccc4c(c3)OCO4)n2Cc2ccc(F)cc2)n(C)c1=O | -3.5 | -27% | -8% | i | 4% | ? | -5% | 0.3% | 1%
C=CCOc1ccc(/C=C2\N=C(C)OC2=O)cc1OC | 2.4 | 0% | -5% | i | 10% | -15% | 3% | -1.3% | 10%
CCOc1cc(/C=N/Nc2nc(=O)[nH]nc2C)ccc1O | -5.7 | 6% | 19% | i | 10% | 0% | 3% | 4.0% | -21%
O=C(CCNS(=O)(=O)c1ccccc1)N1CCOCC1 | -1.8 | 8% | 6% | i | -1% | 3% | 0% | 0.4% | 1%
C[C@@H]1CN([C@H](C)CO)C(=O)c2cc(NC(=O)c3ccncc3)ccc2O[C@@H]1CN(C)C(=O)Nc1ccccc1 | 1.7 | 3% | -6% | i | 3% | -11% | 0% | 0.5% | -14%
COc1ccc(OCC(=O)NCC(c2ccc(OC)cc2)N2CCOCC2)cc1 (stereo not given) | . | -8% | 1% | . | . | . | 7% | 0.1% | 0%
CCOc1cccc2c1OC1(C)CC2NC(=O)N1c1cccc(Cl)c1 (stereo not given) | -1.5 | -23% | -4% | ? | -5% | 3% | 0% | -0.5% | 1%
O=C(CNC(=O)c1ccccc1Cl)NC1CCN(Cc2ccccc2)CC1 | 0.9 | -6% | 5% | i | 7% | 0% | -5% | -0.9% | 9%
CCC(C(=O)Nc1ccc(C)c(C)c1)n1c(=O)c(C(F)(F)F)nc2ccccc21 (stereo not given) | . | 5% | -36% | i | . | 6% | -1% | 0.3% | -1%
O=C(N1CCOCC1)C12CC3CC(C1)CC(C(=O)N1CCOCC1)(C3)C2 | -1.8 | 11% | 7% | i | -1% | 31% | -5% | 0.4% | -16%
COC(=O)C1=C(C(=O)OC)[C@]2([C@@H]3CCCCN[C@@H](Cc4ccccc4)C(=O)N3Cc3ccccc3)C=C[C@H]1O2 | 0.6 | -23% | 6% | i | 5% | -5% | -4% | 1.1% | -19%
Cc1cccc(C)c1OCCCCn1c(C2CC(=O)N(c3ccc(F)cc3)C2)nc2ccccc21 (stereo not given) | . | 21µM* | ? | ? | . | -12% | ? | -0.3% | -32%
O=c1cc(-c2nn[nH]n2)[nH]c(=O)[nH]1 | -0.1 | -3% | -1% | i | 8% | -5% | -6% | 0.1% | 15%
Nc1c(C(=O)Nc2cccc(C(F)(F)F)c2)c2ccccn2c1C(=O)c1ccccc1 | . | 1% | 13% | i | . | 7% | 10% | -0.9% | 0%

Given with values under each structure: 3 of the compounds above
Values run as follows: IL2 activator | Nrf2 block | TGFb inhibitor | ATXN viability | EPAC2 ag | ATXN2 expr inh | A549 viability | Nrf2 activator | HepG2 tox
- CCC(C(=O)Nc1ccc(C)c(C)c1)n1c(=O)c(C(F)(F)F)nc2ccccc21 (stereo not given)
  . | 5% | -36% | i | . | 6% | -1% | 0.3% | -1%
- O=C(N1CCOCC1)C12CC3CC(C1)CC(C(=O)N1CCOCC1)(C3)C2
  -1.8 | 11% | 7% | i | -1% | 31% | -5% | 0.4% | -16%
- COC(=O)C1=C(C(=O)OC)[C@]2([C@@H]3CCCCN[C@@H](Cc4ccccc4)C(=O)N3Cc3ccccc3)C=C[C@H]1O2
  0.6 | -23% | 6% | i | 5% | -5% | -4% | 1.1% | -19%

Continuation.
SMILES | IL2 activator | Nrf2 block | TGFb inhibitor | ATXN viability | EPAC2 ag | ATXN2 expr inh | A549 viability | Nrf2 activator | HepG2 tox
CCn1ccc2cc(S(=O)(=O)N3CCCN(C(=O)Nc4ccc(C)cc4Cl)CC3)ccc21 | . | . | -11% | ? | . | 11% | 2% | -1.3% | -21%
COc1ccc(NC(=O)CN(C)C(=O)C2CCCO2)cc1 (stereo not given) | 0.8 | 13% | 0% | i | 7% | 8% | -2% | 0.2% | 6%
CC1CCCCN1C(=O)C1CCN(c2nc(-c3ccccc3)nc3c2CCC3)CC1 (stereo not given) | -4.1 | ? | 3% | ? | 5% | ? | ? | 1.8% | -6%
COc1ccc(Cn2c(=O)[nH]c3cc(C(=O)NCCCN4CCCC4)ccc3c2=O)cc1 | 3.1 | 5% | 0% | . | 8% | 7% | ? | -0.5% | -20%
CN(CCO)c1ccc2c(c1)OC[C@H](Cc1ccccc1)NS2(=O)=O | -0.5 | . | . | i | 9% | 3% | . | -1.2% | .
Cc1ccc(C)c(S(=O)(=O)NCC(=O)OCC(=O)Nc2sccc2C(N)=O)c1 | -3.1 | 19% | 6% | i | 1% | 5% | -7% | -0.5% | 11%
O=C(Nc1cccnc1)c1cc(-c2ccccc2)on1 | -1.2 | 0% | -4% | i | 0% | 16% | -14% | -0.4% | -13%
CN(C)Cc1cc(C(C)(C)C)c(O)c(C(C)(C)C)c1 | -0.2 | -15% | -11% | i | 4% | 6% | -3% | 1.6% | -54%
CCCn1nc(NC(C)=O)c2cc3cccc(C)c3nc21 | 0.5 | -22% | -11% | . | -3% | . | 11% | 2.4% | -1%
COc1ccc(-n2ncc3c(N4CCCc5ccccc54)ncnc32)cc1 | 0.1 | ? | 7% | i | -2% | 151%[activator] | 23% | 3.6% | -7%
COc1ccc(-c2cc(N)n(S(=O)(=O)c3ccc(F)cc3)n2)cc1OC | -3.7 | 16µM* | ? | i | 22% | -22% | -5% | 0.1% | -26%
CSc1sc(C(=O)NNC(C)=O)c2c1C=CCC2 | 0.0 | -13% | 2% | i | 4% | -2% | -2% | 0.5% | 0%
COC(=O)C1=C(C(=O)OC)[C@@H]2N(C)c3ccccc3[C@@]23C[C@@H](CO)N(C(=O)C2CCC2)C3=N1 | 0.2 | 9% | 9% | ? | 1% | -6% | 1% | 0.5% | 3%
Cc1ccc2c(CC(=O)OC(C)C(=O)Nc3ncc(Cl)cc3Cl)coc2c1 (stereo not given) | -0.2 | 19% | 9% | i | 13% | 7% | 1% | 1.5% | -6%
CC(C)Cc1ccc(C(C)NC(=O)c2ccc(=O)[nH]c2)cc1 (stereo not given) | 1.1 | 8% | 4% | i | -1% | 5%[11.3 µM] | 0% | -0.1% | -4%
CCCc1cc(C(=O)N2CCCC(C(=O)c3cccc4ccccc34)C2)n(C)n1 (stereo not given) | -0.3 | ? | ? | ? | 3% | . | -13% | 4.5% | -41%
COc1cccc(N2CCN(CC(=O)NC3=Nc4ccccc4N=C(C)C3c3ccccc3)CC2)c1 (stereo not given) | -5.5 | ? | 0% | i | 16% | -24% | 1% | 1.5% | 1%
CC1CCc2ccccc2N1CC(=O)Nc1cccc(S(=O)(=O)N2CCCC2)c1 (stereo not given) | -3.4 | ? | -26% | i | 7% | -23% | -21% | 0.2% | 8%
CC(=O)c1ccc(OCCCC(=O)N2CCN(S(=O)(=O)c3ccc(C(C)C)cc3)CC2)cc1 | -0.3 | 21µM* | ? | ? | 5% | -22% | -22% | -0.2% | -16%
COc1ccc(NC(=O)c2ccc(C(=O)c3ccccc3)o2)cc1 | -2.3 | 4% | -4% | i | -17% | 32% | -4% | 0.6% | -24%
COc1ccc(-c2cn3cccnc3n2)cc1NC(=O)Nc1ccc(Cl)cc1 | . | . | -28% | . | . | . | -27% | 4.6% | -34%
O=C(O)CCCNc1c(C(=O)Nc2ccc(Cl)cc2)cc([N+](=O)[O-])cc1[N+](=O)[O-] | 3.2 | ? | ? | i | 2% | -23%[11.3 µM] | -18% | 5.4% | 0%
O=C(COc1ccccc1)Nc1ccc(N2CCCCC2)cc1 | 0.6 | 8% | -16% | i | -6% | -6% | 0% | 0.4% | -9%
Cc1cc2nc3c(c(=O)n2[nH]1)CCCC3 | 0.4 | -10% | 0% | i | 4% | 9% | -6% | -0.3% | 4%
Cc1nn(Cc2ccc(F)cc2)c(Cl)c1/C=N/NC(=O)c1ccccc1 | 0.2 | -8% | 16% | i | -5% | 7% | -2% | 3.0% | -6%
CCn1c(=N)n(CC(O)COc2cccc(C)c2)c2ccccc21 (stereo not given) | -1.8 | -19% | -4% | ? | 5% | -30% | ? | 0.6% | -44%
COc1ccc(C(=O)c2cc([N+](=O)[O-])ccc2N2CCCC2)cc1 | 0.6 | ? | -23% | ? | 4% | -27% | ? | -0.4% | 5%
CC(C)(C)c1ccc(OCC(=O)Nc2cccc(S(=O)(=O)NC3=NCCCCC3)c2)cc1 | -0.9 | ? | -26% | . | -8% | . | -1% | 6.8% | -36%
Cc1cccc(NC(=O)CNC(=O)COc2ccc(-c3ccc(C#N)cc3)cc2)c1C | -2.2 | -25% | 23% | i | 6% | -20% | 1% | -0.4% | 26%

High-throughput results deposited in PubChem BioAssay by National Center for Advancing Translational Sciences (NCATS).
